# GSH fluor – compound fluoresces at 488/530 nm on GSH beads. GSH beads flow cytometry, compound fluorescence 488/530 nm; active compounds read high. fluorescence (KMESF) at 10 µM. hit rate 0.25% among 190,000. AID 1776; in the data active = fluorescence above about 89;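 note: glutathione beads carrying GST-tagged Bcl family fusion proteins plus one bare bead set; values are compound well signal with DMSO vehicle wells as background; inactives centre near 16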
# Cdc42 wt – modulators (inhibitors or activators) of GTP binding to human Cdc42 wildtype | GST-Cdc42 beads, Bodipy-GTP binding, flow cytometry; actives lie on both sides | percent activity (GTP binding), % at 10 µM | hit rate 0.2% among 190,000;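 active = percent activity GTP binding at least 20 points away from the 100% baseline, either down as inhibitor or up as activator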;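 note: median bead fluorescence of bound Bodipy-FL-GTP at 100 nM; 0% = excess unlabeled GTP control and 100% = no compound control; below 100% means less GTP binding so inhibitor and above means activator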
# Target sequence (P60953 whole entry, looked up): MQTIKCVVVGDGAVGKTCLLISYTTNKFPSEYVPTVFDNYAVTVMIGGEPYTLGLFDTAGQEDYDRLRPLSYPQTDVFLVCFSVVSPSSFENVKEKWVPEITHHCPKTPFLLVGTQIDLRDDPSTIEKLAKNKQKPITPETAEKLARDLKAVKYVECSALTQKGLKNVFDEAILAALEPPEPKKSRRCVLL
# Mcl1-Noxa inh – disrupts binding of human Mcl-1 to Noxa peptide | TR-FRET Mcl-1/Noxa peptide binding, 2 h | inhibition, % at 21.7 µM | hit rate 1.5% among 220,000 | AID 1022;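 active = compounds that cut the protein-peptide binding signal by more than 50% relative to plate controls in a single-dose test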;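 note: His-tagged Mcl-1 with rhodamine Noxa BH3 peptide and terbium anti-His antibody; 0% = Mcl-1 plus Noxa peptide wells and 100% = peptide-only wells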
# Target sequence (Q07820 whole entry, looked up): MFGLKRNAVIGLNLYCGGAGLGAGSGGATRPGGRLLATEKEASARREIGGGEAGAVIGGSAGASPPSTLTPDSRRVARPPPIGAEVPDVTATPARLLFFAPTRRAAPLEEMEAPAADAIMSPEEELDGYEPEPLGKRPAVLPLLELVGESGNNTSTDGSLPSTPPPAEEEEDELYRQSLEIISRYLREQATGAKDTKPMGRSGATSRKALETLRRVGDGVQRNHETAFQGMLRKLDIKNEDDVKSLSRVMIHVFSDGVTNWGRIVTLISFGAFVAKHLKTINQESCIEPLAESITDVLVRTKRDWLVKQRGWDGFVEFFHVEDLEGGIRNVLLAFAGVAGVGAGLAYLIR
# Rac1 act GTP bind – modulators of GTP binding to human Rac1 activated mutant. P63000. GST-Rac1 activated beads, fluorescent GTP binding, flow cytometry; actives lie on both sides; 100% means binding = to untreated wells. percent activity (GTP binding), % at 10 µM. hit rate 0.11% among 190,000. AID 764;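 active = GTP binding at least 20 percentage points away from the 100% baseline, in either direction, so actives lie on both sides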
# Pf gametocyte – kills late stage P. falciparum gametocytes; AID 743093; P. falciparum stage V gametocytes, ATP luminescence, 24 h; hit rate 0.065% among 150,000; inhibition, % at 10.9 µM;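 active = inhibition above the mean plus 3 SD of compounds within the control limits, set per campaign, cut at about 38% in these data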;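 note: 0% = DMSO wells and 100% = medium only without gametocytes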
# Avidin bead fluor – avidin bead compound fluorescence profile | Avidin beads, compound fluorescence 488/530 nm, flow cytometry; active compounds read high | fluorescence (KMESF) at 10 µM | hit rate 0.38% among 220,000 | AID 1775; in the data active = fluorescence above about 47; note: inactives centre near 10
# Rac1 wt GTP bind – modulators of human Rac1 wildtype GTP binding | GST-Rac1 beads, fluorescent GTP binding, flow cytometry; actives lie on both sides; 0 = cold GTP competed, 100 = untreated | AID 757 | GTP binding activity (% of control), % at 10 µM | P63000 | hit rate 0.27% among 190,000;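 active = GTP binding activity at least 20 points away from the 100% control level, either lower or higher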
# Rab2 wt GTP – changes GTP binding to wildtype dog Rab2A, up or down; P61105; GST-Rab2 wt beads, Bodipy-GTP binding, flow cytometry; GTP binding activity, % at 10 µM; hit rate 0.19% among 190,000;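 active = GTP binding activity at least 20 points away from 100%, either lowered or raised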;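 note: 0% = beads with excess unlabeled GTP and 100% = no-compound control corrected for plate trend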
# Rab7 wt modul – modulators of GTP binding to dog Rab7 wildtype GTPase; GST-Rab7 beads, fluorescent GTP binding, flow cytometry; actives lie on both sides; untreated = 100%, excess cold GTP = 0%; GTP binding activity (percent of control), % at 10 µM; hit rate 0.055% among 190,000;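 active = fluorescent GTP binding to Rab7 beads changed by at least 20 points from the 100% baseline, either direction, mostly lower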;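 note: median green fluorescence of bound Bodipy-FL-GTP per Rab7 bead population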
# HRas wt GTP bind – modulators of GTP binding to human HRas wildtype; GTP binding activity, % at 10 µM; hit rate 0.14% among 190,000; P01112; AID 759; GST-Ras wt beads, Bodipy-FL-GTP binding, flow cytometry; actives lie on both sides;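 active = GTP binding activity at least 20% away from the 100% baseline, either lowered as inhibitor or raised as activator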;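 note: 0% = unlabeled GTP competition control and 100% = no-compound control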
# Target sequence (P01112 whole entry, looked up): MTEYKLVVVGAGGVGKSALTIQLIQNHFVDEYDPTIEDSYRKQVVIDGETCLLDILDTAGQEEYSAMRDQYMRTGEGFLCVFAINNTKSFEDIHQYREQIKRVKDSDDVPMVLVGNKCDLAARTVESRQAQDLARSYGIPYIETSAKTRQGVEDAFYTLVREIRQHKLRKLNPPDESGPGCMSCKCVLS
# Mcl1 Bid PPI – Mcl-1/Bid interaction inhibition; Q07820; TR-FRET Mcl-1/Bid-Dy647 peptide binding, 1536-well; inhibition, % at 21.7 µM; hit rate 0.97% among 220,000; AID 1021;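 active = compounds that cut the binding signal by more than half at the single screening dose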;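 note: His-tagged Mcl-1 with europium anti-His antibody binding Bid BH3 peptide; 0% = Mcl-1 plus peptide wells and 100% = peptide-only wells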
# * hit, by the source's call; nt = no result given.
SMILES,GSH fluor,Cdc42 wt,Mcl1-Noxa inh,Rac1 act GTP bind,Pf gametocyte,Avidin bead fluor,Rac1 wt GTP bind,Rab2 wt GTP,Rab7 wt modul,HRas wt GTP bind,Mcl1 Bid PPI
Cc1cccc(-n2c(C)cc(C(=S)N3CCOCC3)c2C)c1C,15,94,19,97,-19,9,102,100,98,100,-15
C/C=C/c1ccc(OCCCCN2CC(C)CC(C)C2)c(OC)c1 (stereo not given),14,102,11,94,30,8,99,97,95,97,13
CCOc1ccc(-c2nc(N)ncc2Oc2ccccc2Br)c(O)c1,35,102,-25,98,nt,29,100,98,100,102,-15
N#CCC(=O)N/N=C/c1cc([N+](=O)[O-])ccc1N1CCOCC1,16,96,38,96,nt,12,100,95,97,98,-25
CN(C)/N=C1\CCS(=O)(=O)c2sccc21,21,95,-4,96,-76,8,100,102,107,102,-23
CC1CN(c2ccc([N+](=O)[O-])cc2C#N)CC(C)O1 (stereo not given),14,99,13,95,0,8,104,101,108,98,-13
COCCn1c(C23CC4CC(CC(C4)C2)C3)n[nH]c1=S,41,99,24,96,12,13,99,97,98,96,-19
COC(c1ccccc1)c1nnc(CCC(=O)N2CCN(CCOc3ccccc3)CC2)o1 (stereo not given),12,98,-5,94,-25,11,101,99,101,98,-19
O=C(NNc1ccccn1)C(=O)NNS(=O)(=O)c1ccc(F)cc1,28,100,-41,99,1,29,96,99,95,94,-67
Cc1noc(C)c1S(=O)(=O)NCCCN1CCN(Cc2ccccc2)CC1,17,107,8,102,nt,7,104,102,96,104,-4
CCCCNC(=O)CNC(=S)N(Cc1ccccc1F)C1CCCCC1,12,98,3,96,5,28,99,99,94,97,-34
O=c1[nH]c(SCc2ccccc2F)nc2ccccc12,14,96,-20,93,0,10,96,96,99,96,-98
O=C(NCCCn1ccnc1)c1cc(C(=O)C2CCCCC2)c[nH]1,13,98,8,94,24,11,96,100,108,97,-20
CCCCCn1c(N(C)Cc2ccccc2)nc2c1c(=O)[nH]c(=O)n2C,13,102,-2,99,nt,7,101,101,98,101,-22
Cc1ccc(-c2nc(NC(=O)c3nn(C)cc3[N+](=O)[O-])sc2C)cc1C,17,103,22,99,nt,8,106,104,101,101,0
CCCCNc1nc2ccccc2n1CC(=O)N1CCc2ccccc2C1,23,103,11,101,-19,13,107,101,102,101,-37
O=C1c2ccccc2NC(c2ccccn2)N1c1ccc(Cl)cc1 (stereo not given),13,99,-8,98,nt,40,96,98,98,98,3
Cc1ccc(/C=N/NC(=O)C(NC(=O)c2ccccc2)c2n[nH]c(=O)c3ccccc23)cc1 (stereo not given),16,101,15,99,nt,12,100,101,105,104,-5
Cc1cc(Oc2ccccc2)nc(OCC#N)n1,34,101,-6,99,nt,17,99,99,98,100,5
CCOC(=O)Nc1sc(NS(=O)(=O)c2ccccc2)nc1C,22,106,27,102,5,28,107,102,97,102,-15
COc1ccc(C(c2c(O)nc(SC)n(C)c2=O)c2c(O)nc(SC)n(C)c2=O)cc1O,9,95,29,93,-4,12,96,91,93,93,-22
O=C(NCc1ccco1)c1ccc2c(=O)n(CCC3=CCCCC3)c(=O)[nH]c2c1,14,104,-8,100,nt,38,106,104,104,103,-8
CCOC(=O)Nc1ccc2c(c1)N(C(=O)N1CCN(C)CC1)c1ccccc1CC2,12,93,38,94,10,8,91,96,101,95,18
CC(=O)Nc1cccc(/C(C)=N/Nc2nc3ccccc3s2)c1,17,94,11,93,11,9,95,95,102,97,-18
Cc1ccnc(NC(=O)CCC(=O)N(CC(=O)NCCc2ccccc2)Cc2ccco2)c1,67,106,-4,101,-5,12,105,104,99,106,-11
CSc1nc(-c2ccc(F)cc2)cc(=O)[nH]1,13,97,3,100,8,4,99,97,102,100,-29
COc1cccc2sc(NNC(=O)c3nc4ccccc4s3)nc12,13,97,-47,90,nt,5,98,96,99,93,-31
CC(C)(C)NC(=O)CN(C(=O)CS(=O)CC(=O)Nc1ccc(F)cc1)c1ccc(Cl)cc1 (stereo not given),61,105,2,98,nt,12,107,99,101,103,-23
CS(=O)(=O)Nc1ccc(C(=O)N2CCN(c3ccccc3F)CC2)cc1,12,99,10,98,nt,10,101,97,99,99,-15
CCCCNC(=S)NNC(=O)c1c(C)nc2ccccn12,11,96,-11,98,nt,6,101,102,106,100,-41

# Four entries drawn at random from the list so far:
SMILES,GSH fluor,Cdc42 wt,Mcl1-Noxa inh,Rac1 act GTP bind,Pf gametocyte,Avidin bead fluor,Rac1 wt GTP bind,Rab2 wt GTP,Rab7 wt modul,HRas wt GTP bind,Mcl1 Bid PPI
CS(=O)(=O)Nc1ccc(C(=O)N2CCN(c3ccccc3F)CC2)cc1,12,99,10,98,nt,10,101,97,99,99,-15
CC(=O)Nc1cccc(/C(C)=N/Nc2nc3ccccc3s2)c1,17,94,11,93,11,9,95,95,102,97,-18
Cc1ccnc(NC(=O)CCC(=O)N(CC(=O)NCCc2ccccc2)Cc2ccco2)c1,67,106,-4,101,-5,12,105,104,99,106,-11
O=C(NCc1ccco1)c1ccc2c(=O)n(CCC3=CCCCC3)c(=O)[nH]c2c1,14,104,-8,100,nt,38,106,104,104,103,-8

# The results go on.
SMILES,GSH fluor,Cdc42 wt,Mcl1-Noxa inh,Rac1 act GTP bind,Pf gametocyte,Avidin bead fluor,Rac1 wt GTP bind,Rab2 wt GTP,Rab7 wt modul,HRas wt GTP bind,Mcl1 Bid PPI
NS(=O)(=O)c1ccc(CCNCc2cc(Br)ccc2OCc2ccccc2F)cc1,9,89,24,91,-9,3,91,95,100,93,-12
CC(=O)CSc1ncnc2c1cnn2-c1ccccc1,17,100,4,98,14,9,100,100,101,98,4
CCC(C)NC(=O)c1cc(C)no1 (stereo not given),48,100,-12,96,nt,7,105,100,100,101,-38
CCc1nc(-c2ccc(-c3ccc(OC)cc3)nc2OC)no1,19,99,0,100,nt,20,101,96,96,97,5
CCCCOc1cccc(/C=N/NC(=O)c2csc(C)c2C)c1,21,103,10,100,8,29,108,99,104,102,4
O=C(O)CCCCCCNC(=O)c1cncc(O)c1,19,97,-5,94,-8,11,97,100,103,101,-28
CCOC(=O)N1CCC(Nc2c(NCCCN(CC)c3cccc(C)c3)c(=O)c2=O)CC1,23,103,16,99,nt,9,108,102,103,102,-14
O=c1cc(O)c(-c2ccccc2)c(Cl)[nH]1,16,101,16,99,nt,9,106,100,100,102,2
COC(=O)CSc1nc(-c2ccccc2)cc(-c2ccco2)c1C#N,12,95,13,95,2,33,96,94,97,96,6
Cc1ccc(C2N3CC4([N+](=O)[O-])CN2CC([N+](=O)[O-])(C3)C4(C)C)cc1 (stereo not given),5,101,-1,100,-27,7,104,99,101,99,-4
CCCOc1ccccc1NC(=O)c1ccc(N)cc1,nt,95,2,94,nt,19,96,98,100,98,-31
CCCOc1ccc(NC(=O)CC2C(=O)N(C)C(=S)N2Cc2ccc3c(c2)OCO3)cc1 (stereo not given),9,100,-7,99,-5,1,107,99,101,100,-30
CCN1CCc2c(OCc3ccccc3)cccc2C1=O,15,90,13,95,7,11,98,95,103,97,-12
Cc1cccc(NC(=O)C2(c3ccccc3)CCOCC2)c1,20,93,-4,93,0,7,98,94,101,94,0
CCOC(=O)C1(Cc2cccc(Cl)c2)CCCN(CCO)C1 (stereo not given),16,98,10,97,11,12,100,97,99,99,-15
CN(C)C(CNC(=O)NC1CCCCC1)c1cccnc1 (stereo not given),15,102,-2,98,8,8,100,102,104,101,-8
COc1ccccc1C(=O)N/C(=C\c1ccccc1)C(=O)NC(C)C(=O)O (stereo not given),58,99,7,100,5,26,97,99,96,99,4
COc1ccc2c(c1OC)C(=O)OC2Nc1ccccc1S(=O)(=O)C(F)F (stereo not given),22,102,-12,99,-8,31,100,101,97,98,4
O=C(CCC1CCCN(C(=O)CCC(F)(F)F)C1)NCc1ccc(F)c(F)c1 (stereo not given),11,100,53*,97,15,7,99,98,94,95,12
C=CCSc1nnc(Cn2c(=O)sc3ccccc32)n1C,15,103,3,100,nt,26,102,102,102,102,-5
Cc1nc2nc(-c3cccnc3)[nH]n2c(=O)c1Cc1ccccc1,17,97,5,95,5,34,95,92,93,94,-18
Cc1cc(C)c([N+](=O)[O-])cc1-c1ccc(/C=N/NC(=O)c2nonc2N)o1,11,94,40,97,nt,14,98,95,92,93,-2
CC(OC(=O)c1ccc(Cl)nc1)C(=O)NC(C)(C)C (stereo not given),20,90,6,92,nt,9,92,93,101,95,-29
CCOC(=O)N1CCN(C(=O)c2ccc(N3C(=O)c4ccccc4C3=O)cc2)CC1,32,98,-2,98,-11,2,102,99,99,99,-18
OCC1CCCN(c2ncnc3scc(-c4ccccc4)c23)C1 (stereo not given),8,95,-10,94,-20,17,94,95,102,94,-2
O=C(NCc1ccccc1)c1csc2c1CCCCC2,13,102,-7,100,nt,3,104,101,99,101,-17
CC(C)CC(NC(N)=O)C(=O)OCC(=O)Nc1ccc(SC(F)F)cc1 (stereo not given),12,98,7,96,7,13,98,101,107,95,-6
CCN(CC)C(=O)C(=O)c1ccn(-c2c(C)csc2C(=O)OC)c1,15,94,5,94,0,9,93,95,99,95,-31
Cc1ccccc1-c1nnc(-c2ccc(Cl)cc2)o1,25,101,6,97,nt,29,99,98,97,98,-1
Nc1nc(NCc2ccccc2)nc(-c2ccccc2)n1,68,100,2,98,nt,6,100,100,101,100,-27
Cc1c(C(=O)N2CCOCC2)oc2c1C(=O)CC(C)(C)C2,23,95,-1,97,nt,11,97,99,95,96,-14
CCOc1ccccc1Nc1cc(C)nc2nc(C)nn12,15,99,-4,97,nt,25,102,100,103,98,-2
CCOc1cc(/C=N/NC(=O)CNc2cccc(C)c2)ccc1OC(=O)c1ccccc1,29,105,-10,99,nt,15,103,105,95,104,-32
O=C(NC1CCCCC1)c1ccc2c(=O)n(CC3CCCO3)c(=O)[nH]c2c1 (stereo not given),12,100,-16,99,nt,35,102,99,99,100,-3
O=C(Nc1ncc(Cc2ccccc2)s1)C1=NCCN1,14,100,11,93,38*,11,98,100,99,97,1
CCN(CC)C(=O)Cn1cc(S(=O)(=O)CC(=O)Nc2ccc3c(c2)OCCO3)c2ccccc21,24,101,13,94,21,9,101,98,98,99,-17
O=C(CCN1C(=O)C2C3C=CC(C4CC34)C2C1=O)Oc1cccc2cccnc12 (stereo not given),33,103,-50,99,nt,16,104,103,101,99,-98
COc1ccc(CN2CCN(c3ccccn3)CC2)c(OC)c1,9,100,24,98,8,12,99,100,98,99,56*
Cc1ccc(-c2nnc3ccc(SCC(=O)NCc4ccco4)nn23)cc1,40,103,15,100,nt,7,106,101,100,102,4
Cc1ccc(O)c(C(=O)c2cnc3c(c2)c(C)nn3-c2ccccc2)c1,13,91,2,100,nt,15,99,94,98,96,-9
COc1cc([N+](=O)[O-])ccc1NC(=S)NCc1ccccn1,18,103,-12,99,3,13,102,101,99,101,-44
S=C(NCc1ccccc1)NCc1ccccc1,8,102,-2,99,-20,10,106,100,101,100,-54

# Assay outcomes as filed in PubChem.
